Source: PubChem
N370S GC mod – N370S glucocerebrosidase modulation, Gaucher chaperone candidate. N370S GC spleen homogenate, 4MU-glucoside fluorescence. Potency, µM (titrated, usually from 59.4 µM), inactives show top-dose activity change, negative = inhibition, actives largely listed as inhibitors. P04062. hit rate 0.092% among 330,000. AID 2101;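 further: 0% = full enzyme activity and -100% = no enzyme basal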
FEN1 inh – blocks human flap endonuclease 1; Recombinant FEN1 flap cleavage, fluorescence, 15 min; hit rate 0.35% among 390,000; Potency, µM (highest dose often 114 µM), for inactives: at the highest dose activity change, negative = inhibition, most hits filed as inhibitors; AID 588795; P39748; further: nearly all actives have a fitted effect of over 65% in size
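Nuclease activity of 10 nM FEN1 was measured after 15 min of room-temperature exposure to titrated compounds, by adding 50 nM flap substrate and reading plates at 0 and 15 min.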
KAT2A inh – blocks human GCN5L2 histone acetyltransferase. GCN5L2 HAT assay, ThioGlo1 CoA-SH fluorescence. Q92830. hit rate 0.21% among 390,000. Potency, µM (doses to about 58.9 µM), inactives show at the highest dose activity change, negative = inhibition, actives largely listed as inhibitors
Target sequence (Q92830 whole entry, looked up): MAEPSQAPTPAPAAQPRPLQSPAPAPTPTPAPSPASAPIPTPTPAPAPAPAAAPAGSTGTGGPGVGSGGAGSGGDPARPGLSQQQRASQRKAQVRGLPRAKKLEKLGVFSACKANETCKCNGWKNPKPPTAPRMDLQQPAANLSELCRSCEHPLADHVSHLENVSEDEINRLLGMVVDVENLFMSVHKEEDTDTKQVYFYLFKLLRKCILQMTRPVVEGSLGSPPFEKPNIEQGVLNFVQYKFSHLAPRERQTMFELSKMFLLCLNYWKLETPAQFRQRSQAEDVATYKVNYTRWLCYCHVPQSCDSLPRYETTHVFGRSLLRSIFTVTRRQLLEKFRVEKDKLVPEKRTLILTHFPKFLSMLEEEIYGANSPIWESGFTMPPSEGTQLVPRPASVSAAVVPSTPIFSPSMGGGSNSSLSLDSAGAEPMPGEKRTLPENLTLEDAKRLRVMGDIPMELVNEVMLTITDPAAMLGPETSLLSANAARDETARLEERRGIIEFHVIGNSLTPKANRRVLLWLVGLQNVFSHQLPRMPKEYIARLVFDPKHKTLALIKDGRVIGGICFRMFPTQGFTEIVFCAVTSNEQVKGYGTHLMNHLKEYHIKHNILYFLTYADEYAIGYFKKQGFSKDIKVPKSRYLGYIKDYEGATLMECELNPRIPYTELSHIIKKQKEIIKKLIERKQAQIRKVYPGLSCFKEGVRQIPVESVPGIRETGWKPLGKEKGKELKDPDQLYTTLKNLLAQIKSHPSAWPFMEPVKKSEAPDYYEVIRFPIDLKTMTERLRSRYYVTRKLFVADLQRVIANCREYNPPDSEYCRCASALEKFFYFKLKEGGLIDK
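GCN5L2 (20nM final) in 50mM HEPES, 0.1mM EDTA pH 7.5, 0.01% Tween-20 was preincubated 15 min at room temperature with compound, then given ThioGlo1 (50uM), H3(1-25) peptide (75uM) and acetyl-CoA (70uM); CoA-thiol fluorescence (Ex340/Em540) was read at 0 and 20 min.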
Active calls of the source: *; ? = inconclusive; · = not tested or not shown; & = joins results of further samples. The call rests on the fitted dose curve; in most records, active means well fitted curve in the direction sought with a large enough effect; inconclusive means small, poorly fitted or top-dose-only effect, or another doubt; inactive means no such curve, though single readings can be large; an effect the other way counts as inactive or inconclusive. Unless noted, on the % scale 0 is the no-effect control and ±100 the full control effect; potency means the concentration at half of the fitted maximal effect. These rows are one share of the data (hit frequency here may not be typical).

#	Compound	N370S GC mod	FEN1 inh	KAT2A inh
1	Cn1nc(C(=O)N2CCOCC2)c([N+](=O)[O-])c1C(=O)N1CCOCC1	0%	1%	-4%
2	Cc1ccnc(NS(=O)(=O)c2ccc(NC(=O)c3ccc(Cl)cc3[N+](=O)[O-])cc2)n1	-8%	13%	-11%
3	COc1cccc(-n2c(SCC(=O)N3c4ccccc4CC3C)nnc2-c2ccco2)c1 (stereo not given)	-4%	-3%	-10%
4	CC(=O)Nc1ccc(NC(=O)CSc2nnc(C)n2-c2ccccc2)cc1	-6%	-17%	-2%
5	CCOc1cc(/C=C2/SC(=S)N(CC(=O)O)C2=O)ccc1OC(=O)c1cccs1	-3%	-21%	-22%
6	COc1cccc(CNC(=O)c2ccc(-c3nc(CS(=O)c4ccccc4)c(C)o3)cc2)c1 (stereo not given)	·	0%	-6%
7	CN1CCN(C(=O)CCS(=O)(=O)c2cc3c(cc2Cl)NC(=O)CO3)CC1	-1%	16%	1%
8	CC1CC(C)CN(c2ccc([N+](=O)[O-])cc2-c2nn[nH]n2)C1 (stereo not given)	2%	-3%	-5%
9	CC(C)c1ccc(N2C(=O)CC(NNC(=O)c3cccnc3)C2=O)cc1 (stereo not given)	5%	4%	-2%
10	O=C(NC1CCN(S(=O)(=O)c2ccc(F)cc2)CC1)c1cccnc1	1%	0%	2%
11	COc1ccc(NC(=O)Nc2ccc(Br)cn2)cc1	11%	6%	19%
12	CC(=O)Oc1ccc2ccccc2c1C(NC(=O)C(C)C)c1cccc([N+](=O)[O-])c1 (stereo not given)	6%	-19%	11%
13	CCC(C)(C)C1CCc2c(sc(NC(=O)c3cccs3)c2C(N)=O)C1 (stereo not given)	-17%	8%	-3%
14	Cc1cccc(CNC(=O)C2CCN(c3nnc(-n4c(C)ccc4C)s3)CC2)c1	·	-14%	-1%
15	CCOn1c(=O)c(=O)n(OCc2ccccc2)c2ccccc21	2%	7%	1%
16	COC(=O)c1ccc(CSc2nc(C)nc3sc(C)c(C)c23)o1	0%	-6%	0%
17	CC1=C(C(=O)OC(C)C)C(c2cccs2)N2C(=O)CCSC2=N1 (stereo not given)	2%	-4%	3%
18	Cn1c(O)c(N=NC(=O)Cn2ccc(C(F)(F)F)n2)c2ccccc21	-5%	-5%	1%
19	COc1ccc(Cn2cc3c(-c4ccc(F)cc4)nnc-3c3cc(OC)c(OC)cc32)cc1	-26%	?	-3%
20	Cc1ccc(C(c2sc3ncnn3c2O)N2CCC(C)CC2)cc1 (stereo not given)	1%	-2%	1%
21	Cc1csc(NC(=O)COc2ccc3c(c2)CCC3)n1	·	13%	-6%
22	CCC(=O)Nc1nc2c(OC)ccc(C)c2s1	3%	-3%	-9%
23	COC(=O)c1cn(NC(=O)c2ccc(OC)c(OC)c2)c(=O)c2ccccc12	9%	-9%	-21%
24	Cc1onc(-c2ccccc2)c1C(=O)OCC(=O)Nc1ccc2c(c1)OCO2	11%	2%	-7%
25	CN(CCOC(=O)/C=C/c1ccccc1)C(C)(C)C	0%	0%	1%
26	O=C(COc1ccc(Cl)cc1Cl)NCCCN1CCOCC1	-23%	9%	3%
27	C=CCOc1nc2c(c(=O)n(C)c(=O)n2C)n1Cc1ccccc1	3%	-1%	0%
28	CN(C)/C=C(\C=O)c1ncc(C(F)(F)F)cc1Cl	-5%	-5%	-3%
29	CCN(CC)CCOCCOc1cc(C)c(Cl)c(C)c1	-2%	7%	0%
30	O=C1NC(c2ccc(F)cc2)Oc2ccccc21 (stereo not given)	-11%	-4%	-2%
31	Cc1ccc(NC(=O)COC(=O)CCc2c(C)nc3ncnn3c2C)cc1C	·	-1%	-1%
32	Cc1ccc(S(=O)(=O)NC2=NCCCCC2)cc1	9%	22%	-2%
33	CSc1ncc(Cl)c(C(=O)Nc2cccc(C)c2)n1	0%	-8%	-11%
34	COc1ccc(OC(=O)CCCN2C(=O)c3ccccc3C2=O)cc1	3%	-17%	-3%
35	COc1cc(CNC(C)(C)CO)cc(Br)c1OCc1ccccc1	-26%	2%	0%
36	O=C(Nc1cccc2nsnc12)c1cccs1	1%&18%	-12%&8%	-20%&-1%
37	N#CCCN=C(NS(=O)(=O)c1ccccc1)c1ccccc1	-3%	-1%	-1%
38	COc1ccc2nc(NC(=O)C3CCN(S(=O)(=O)c4cccnc4)CC3)sc2c1	-15%	0%	2%
39	O=C1NC[C@H](c2ccccc2)N(CC2CCCCC2)C1=O	4%	-7%	-2%
40	O=C(CSc1nnc(-c2ccc(Cl)cc2)n1CC1CCCO1)NC1CCS(=O)(=O)C1 (stereo not given)	1%	17%	-5%
41	CC1Cn2c(nnc2-c2cccc(N)c2)S1 (stereo not given)	-3%	1%	2%
42	Cn1c(SCC(=O)Nc2nnc(-c3ccccc3)o2)nnc1C1CC1	-20%	-5%	-7%
43	O=c1c2ccccc2nc2n1CCC2O (stereo not given)	9%	17%	3%
44	CCC1Oc2ccc(C)cc2N(CC(=O)NCc2cccc(OC)c2)C1=O (stereo not given)	14%	-6%	-11%
45	COc1ccccc1CNC(=O)C(=O)NCC(c1cccs1)S(=O)(=O)c1ccccc1 (stereo not given)	·	-5%	0%
46	Cc1nc(C)c(CCNC(=O)c2cccc(Cl)c2)s1	-1%	-22%	-2%
47	CC(Oc1ccc(Cl)cc1)C(=O)N1CCCc2ccccc21 (stereo not given)	-2%	14%	-2%
48	COc1cc(/C=C/C(=O)OCC(=O)Nc2ccc3c(c2)OCO3)ccc1O	·	-22%	-13%
49	COCCCn1cn[nH]c1=S	2%	-2%	-4%
50	CCOC(=O)C(CC)n1cnc2sc3c(c2c1=O)CCC3 (stereo not given)	7%	-1%	-29%
51	Cc1ccc(CN2C(=O)/C(=C\c3ccc(C(=O)NCc4cccnc4)cc3)Oc3ccccc32)cc1	18%	·	-27%
52	Cc1cccc(N2CCN(C(=O)c3cc4c(=O)n(C)c5ccccc5c4n3C)CC2C)c1 (stereo not given)	-1%	-22%	-9%
53	CC(NC(=O)c1ccccc1Cl)C1CC2CCC1C2 (stereo not given)	4%	-10%	-4%
54	CCc1cc(C(=O)Nc2cc(Cl)ccc2N2CCN(C)CC2)sc1C	-8%	-1%	-9%
55	NC(=O)C1CCCN(C(=O)CCc2nnc(C3(c4ccc(Cl)cc4)CCC3)o2)C1 (stereo not given)	1%	1%	-2%
56	COc1ccccc1-n1nnnc1SCC(=O)NCC1CCCO1 (stereo not given)	-3%	10%	-9%
57	COc1ccc(C(=O)NCC(=O)OCC(=O)NCCC2=CCCCC2)cc1	5%	-15%	-14%
58	CCC(C)NC(=O)C1CCCN(S(=O)(=O)c2ccc3c(c2)CC(C)N3C(C)=O)C1 (stereo not given)	-13%	-9%	-5%
59	O=C(CNC(=O)c1cccc(F)c1)N/N=C/c1ccc(O)c([N+](=O)[O-])c1	18%	-8%	-8%
60	COc1cccc(-n2c(Cc3cc(=O)[nH]c(=O)[nH]3)nnc2SCc2cccc(C(F)(F)F)c2)c1	-25%	18%	0%

Following part:
#	Compound	N370S GC mod	FEN1 inh	KAT2A inh
61	O=c1oc2cc(OCc3ccc(C(F)(F)F)cc3)ccc2cc1-c1ccccn1	8%	-2%	-3%
62	CC(=O)c1ccc(-c2ccc([C@H]3[C@H]4C=CC[C@@H](C)[C@@H]4C(=O)N3Cc3ccccc3)c(F)c2)cc1	20%	0%	-17%
63	Cc1cc(C)n(C(=O)CNC(=O)c2ccco2)n1	6%	0%	2%
64	O[C@H]1COC2C1OC[C@@H]2O (stereo not given in full)	-10%	-6%	3%
65	COc1cccc(CN(C)C(=O)c2[nH]c(C)c(C(C)=O)c2C)c1OC	-1%	2%	-3%
66	CCOc1ccccc1N(C)C(=O)Cn1ncc2c([nH]c3ccccc32)c1=O	?	-2%	-22%
67	Cc1nn(CC(=O)N2CCN(c3ccc(Cl)cc3)CC2)c(=O)c2cccn12	2%	13%&4%	?
68	Cn1ccnc1C(=O)c1ccc(NN)c([N+](=O)[O-])c1	-1%	1%	-13%
69	Cc1cccc(NC(=O)c2c(NC(=O)c3ccccc3)sc3c2CCC3)c1	·	-3%	-12%
70	O=C(Oc1cc(=O)oc2c1c(=O)n1c3c(cccc23)CC1)c1ccc(F)cc1	6%	-10%	-13%
71	C=CCn1c(SCC(=O)Nc2c(C)cccc2C)nnc1-c1cnccn1	6%	-5%	3%
72	O=C(N/N=C/c1cccnc1)c1cc(C2CC2)nc2ccccc12	0%	14%	-6%
73	CCCNC(=O)COC(=O)c1ccc(S(=O)(=O)N2CCCCCC2)cc1	-2%	-9%	-8%
74	O=C(COc1ccc(F)cc1)N1CCCCCCC1	5%	-2%	-2%
75	O=C(COc1ccc(/C=N/NC(=O)c2cccnc2)cc1)Nc1ccccc1	3%	1%	-13%
76	Cc1ccc(C)c(N2CCN(CCCNc3ncnc4onc(-c5ccc(Cl)cc5)c34)CC2)c1	·	-13%	-23%
77	C[C@@H](C(=O)NCc1ccc(S(C)(=O)=O)cc1)[C@@H]1C[C@@]1(C)[C@@H](NC(=O)OCc1ccccc1)c1ccccc1	-7%&-12%	-19%	0%
78	CCOC(=O)N1CCC(=NNc2ccc(S(=O)(=O)N3CCOCC3)cc2[N+](=O)[O-])CC1	-3%	-7%	0%
79	Cc1cc(C(=O)CSc2n[nH]c(-c3ccccc3F)n2)c(C)n1Cc1cccs1	?	-15%	-20%
80	CC(C)(C)C(=O)N(Cc1ccccc1)c1ccccn1	4%	7%	-8%
81	Cc1ccc(CN2CCN(Cc3cnc(C)s3)CC2CCO)o1 (stereo not given)	13%	-1%	0%
82	CC(=O)c1cccc(NC(=O)CC2S/C(=N/N=C/c3cccs3)NC2=O)c1 (stereo not given)	-22%	-5%	-1%
83	COc1cc(C(=O)NC(c2ccccc2)c2ccccc2)cc(OC)c1OC	0%	9%	-1%
84	CCc1cccc(CC)c1NC(=O)c1cc(S(=O)(=O)N2CCc3ccccc32)cn1C	·	-4%	-4%
85	CC[n+]1c(/C=C2/C=C(C)CC(C)C2)sc2ccccc21 (stereo not given)	?	14%	-19%
86	Cc1cc(C(=O)CN2C(=O)NC3(CCCCC3)C2=O)c(C)n1Cc1ccc2c(c1)OCO2	-15%	-4%	-7%
87	COC(=O)C(Cc1c[nH]c2ccccc12)NC(C)=O (stereo not given)	0%	-4%	1%
88	Cc1cc2c(cc3c(=O)n(CC(=O)NCCCN4CC(C)CC(C)C4)ncn32)s1 (stereo not given)	5%	13%	-17%
89	COc1ccc(OCC(O)CN2C(=O)NC(C)(C)C2=O)cc1 (stereo not given)	2%	-1%	-7%
90	O=C(COC(=O)/C=C/c1ccccc1)NC(=O)NCc1ccccc1	·	20%	0%
91	CC(CC(=O)N1CCN(c2cccc(Cl)c2)CC1)S(=O)(=O)c1ccc2c(c1)NC(=O)CO2 (stereo not given)	-7%	9%	-19%
92	CCNc1ncc2nc(-c3ccc(Cl)cc3)c(=O)n(CCC#N)c2n1	21%	·	0%
93	CCOc1cc(C(=O)N2CC(=O)Nc3ccc(F)cc3C2c2ccccc2)cc(OCC)c1OCC (stereo not given)	·	-11%	-1%
94	Cc1ccccc1-c1noc(-c2cc(-c3ccc(F)cc3)n[nH]2)n1	·	-3%	-19%
95	Cc1ccnc(Nc2nc(-c3c(C)nc4sccn34)cs2)c1	14%	?	-12%
96	COc1ccc(NC(=O)c2[nH]nc3c2CSc2ccccc2-3)c(OC)c1	·	5%	-1%
97	O=C(c1ccncc1)N1N=C(C2CC2)CC1(O)C(F)(F)F (stereo not given)	4%	5%	-6%
98	O=C(CSc1nc2ccccc2s1)Nc1nccs1	8%	1%	-1%
99	Cn1c(N)c(C(=O)CSc2nc3ccccc3c(=O)n2Cc2ccccc2)c(=O)n(C)c1=O	-8%	-12%	1%
100	Cc1cc2c(cc1C)C(c1cccc(F)c1)CC(=O)N2 (stereo not given)	2%	12%	-5%
101	CCCCN1C(=O)C(=O)N(CC(=O)Nc2cccc(C(C)=O)c2)C1=O	·	-6%	-9%
102	Cc1ccc(OCC(=O)Nc2ccc(N3CCCC3)cc2)cc1C	0%	?	-6%
103	CCc1ccccc1NC(=O)NNC(=O)CCc1ccc(OC)cc1	-5%	21%	-1%
104	Cc1cccc(C)c1NC(=O)c1c[nH]c2ccccc12	19%	7%	-2%
105	Nc1ncnc2c1ncn2[C@@H]1O[C@H](CNCc2cn(CC(=O)NC3CC3)c3ccccc23)[C@@H](O)[C@H]1O	·	1%	-3%
106	COc1cc([N+](=O)[O-])ccc1-c1ccc(C(=O)Nc2ccc(NC(C)=O)cc2)o1	6%	6%	0%

Profiles from above.
`CCNc1ncc2nc(-c3ccc(Cl)cc3)c(=O)n(CCC#N)c2n1` as listed: N370S GC mod = 21%; FEN1 inh = ·; KAT2A inh = 0%
`Cn1c(N)c(C(=O)CSc2nc3ccccc3c(=O)n2Cc2ccccc2)c(=O)n(C)c1=O` as listed: N370S GC mod = -8%; FEN1 inh = -12%; KAT2A inh = 1%
